aSyn rescue = qHTS of alpha-syn Inhibitors; Yeast expressing alpha-synuclein, growth rescue, BacTiter-Glo, 24 h; Potency, µM (doses to about 46.1 µM), for the others: at the highest dose growth rescue (activation), most hits filed as activators; 0.14% of 370,000 active; AID 652106, 2013; active = well fitted activation curve with a large enough effect; inconclusive = small, poorly fitted or top-dose-only effect; inactive = no such curve, though single readings can be large or run the other way; note: % of control where 0% means no effect; nearly all actives have a fitted effect of over 65% in size
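Rescue of yeast growth: cells expressing toxic alpha-synuclein, induced in galactose at OD600 0.02, incubated with compound 24 h at 30 C. ATP luminescence quantified growth; inhibitors of toxicity appear as activators.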
The depositor's hits bear a star; ? = inconclusive; & = joins results of further samples; [ ] = another dose, or the depositor's remark. Potency is the fitted concentration of half-maximal effect. A portion of the library; rates above refer to the full screens.

Start of the data: the first 30 entries (preview)
SMILES | aSyn rescue
COc1cc(OC)c(OC)cc1/C=C1\C=Cc2ccccc21 | -1.2%
CNC(=O)[C@H]1O[C@@H](n2cnc3c(NCc4ccc(N)cc4)ncnc32)[C@H](O)[C@@H]1O | 1.1%
Cc1ccc(OCCNC(=O)CNC(=O)Cc2cccc3ccccc23)cc1 | 1.7%
O=C1c2c(O)cc(O)cc2OC(c2ccc(O)c(O)c2)C1O (stereo not drawn) | -2.6%
CN(C)c1ccc(/C=C/c2cccc3ccccc23)cc1 | -7.8%
COc1ccc(/C=C/c2ccc3ccccc3[n+]2C)c(OC)c1OC | 0.2%
CCc1sc(-c2cc3cccc(OC)c3oc2=O)nc1-c1ccccc1 | 0.5%
COc1ccc(/C=c2\[nH]c(=O)/c(=C/c3ccc(OC)c(OC)c3)[nH]c2=O)cc1OC | 0.4%
C1NNCC12CNNC2 | -7.0%
CCCCCc1cc[n+](CC(=O)c2ccccc2)cc1 | 4.7%
Nc1nc(NCc2ccc(Cl)cc2)c2[nH]cnc2n1 | 11.1%
Nc1nc(NCc2cccc(Cl)c2)c2[nH]cnc2n1 | -1.8%&0.5%
COc1ccc(CCC(=O)NO)cc1 | -0.7%
Cc1cc(C(Br)(Br)Br)nc2ccccc12 | 1.6%
Cc1cc(/C=C2\C=Cc3ccccc32)ccc1N(C)C | -14.5%
CC(=O)N/C(=C/c1ccccc1)c1sc2ccccc2[n+]1CCCCI | -5.2%
O=C(Nc1ccc2nc(-c3ccccn3)c(-c3ccccn3)nc2c1)N1CCCC1 | -1.1%
CCCCCCCCCC(=O)NC(CN1CCOCC1)[C@H](O)c1ccccc1 (stereo partly drawn) | 24.8%
Cc1ccc(S(=O)(=O)c2cnc(-c3ccccc3)[nH]c2=O)cc1 | -9.9%
Nc1nc2ccc(Cl)cc2c2nc(-c3ccco3)nn12 | 1.2%
C=C1NN(CC#N)C(=O)N1c1ccc(OCc2ccccc2)cc1 | 2.2%
O=[N+]([O-])c1ccccc1/C=C/c1ccnc2ccccc12 | 2.6%
CN(C)CCNc1cc(N2CCN(C)CC2)ncn1 | 7.5%
O=C(Nc1nnc(-c2ccccc2)s1)C1CCCN(C(=O)c2ccoc2)C1 (stereo not drawn) | -2.3%
CCn1c(SCC(=O)NCc2ccco2)nnc1-c1ccc(N(C)C)cc1 | 1.9%
COC(=O)C(=O)Nc1cccc2cccnc12 | -16.9%
Cc1ccc2c(/C=C/c3ccc(N(C)C)cc3)c(C)cnc2c1 | -0.7%
CCCCNC(=O)Cn1c(SCc2ccccc2C)nc2ccncc21 | -7.3%
Cc1ccnc2ccc(F)cc12 | 1.3%
COc1cc2c(NC3CCN(C)CC3)nc(N3CCCN(C)CC3)nc2cc1O | 1.9%

The list itself, repeating the preview:
SMILES | aSyn rescue
COc1cc(OC)c(OC)cc1/C=C1\C=Cc2ccccc21 | -1.2%
CNC(=O)[C@H]1O[C@@H](n2cnc3c(NCc4ccc(N)cc4)ncnc32)[C@H](O)[C@@H]1O | 1.1%
Cc1ccc(OCCNC(=O)CNC(=O)Cc2cccc3ccccc23)cc1 | 1.7%
O=C1c2c(O)cc(O)cc2OC(c2ccc(O)c(O)c2)C1O (stereo not drawn) | -2.6%
CN(C)c1ccc(/C=C/c2cccc3ccccc23)cc1 | -7.8%
COc1ccc(/C=C/c2ccc3ccccc3[n+]2C)c(OC)c1OC | 0.2%
CCc1sc(-c2cc3cccc(OC)c3oc2=O)nc1-c1ccccc1 | 0.5%
COc1ccc(/C=c2\[nH]c(=O)/c(=C/c3ccc(OC)c(OC)c3)[nH]c2=O)cc1OC | 0.4%
C1NNCC12CNNC2 | -7.0%
CCCCCc1cc[n+](CC(=O)c2ccccc2)cc1 | 4.7%
Nc1nc(NCc2ccc(Cl)cc2)c2[nH]cnc2n1 | 11.1%
Nc1nc(NCc2cccc(Cl)c2)c2[nH]cnc2n1 | -1.8%&0.5%
COc1ccc(CCC(=O)NO)cc1 | -0.7%
Cc1cc(C(Br)(Br)Br)nc2ccccc12 | 1.6%
Cc1cc(/C=C2\C=Cc3ccccc32)ccc1N(C)C | -14.5%
CC(=O)N/C(=C/c1ccccc1)c1sc2ccccc2[n+]1CCCCI | -5.2%
O=C(Nc1ccc2nc(-c3ccccn3)c(-c3ccccn3)nc2c1)N1CCCC1 | -1.1%
CCCCCCCCCC(=O)NC(CN1CCOCC1)[C@H](O)c1ccccc1 (stereo partly drawn) | 24.8%
Cc1ccc(S(=O)(=O)c2cnc(-c3ccccc3)[nH]c2=O)cc1 | -9.9%
Nc1nc2ccc(Cl)cc2c2nc(-c3ccco3)nn12 | 1.2%
C=C1NN(CC#N)C(=O)N1c1ccc(OCc2ccccc2)cc1 | 2.2%
O=[N+]([O-])c1ccccc1/C=C/c1ccnc2ccccc12 | 2.6%
CN(C)CCNc1cc(N2CCN(C)CC2)ncn1 | 7.5%
O=C(Nc1nnc(-c2ccccc2)s1)C1CCCN(C(=O)c2ccoc2)C1 (stereo not drawn) | -2.3%
CCn1c(SCC(=O)NCc2ccco2)nnc1-c1ccc(N(C)C)cc1 | 1.9%
COC(=O)C(=O)Nc1cccc2cccnc12 | -16.9%
Cc1ccc2c(/C=C/c3ccc(N(C)C)cc3)c(C)cnc2c1 | -0.7%
CCCCNC(=O)Cn1c(SCc2ccccc2C)nc2ccncc21 | -7.3%
Cc1ccnc2ccc(F)cc12 | 1.3%
COc1cc2c(NC3CCN(C)CC3)nc(N3CCCN(C)CC3)nc2cc1O | 1.9%
CC(=O)NCCCN(Cc1ccc(Cl)c(Cl)c1)c1ccc(Br)cn1 | 0.0%
CO/S(=N\S(=O)(=O)c1ccc(Cl)cc1)c1ccc([N+](=O)[O-])cc1 (stereo not drawn) | -26.6%
CCc1ccc2[nH]c(=O)c(CN(Cc3ccccc3)Cc3nnnn3Cc3ccccc3)cc2c1 | -3.7%
CC(=O)NCCCc1ccc(C(=O)COC(=O)CNC(=O)c2ccc3ccccc3c2)cc1 | 7.8%
Cc1ccc(S(=O)(=O)N2CCN(c3nc(-c4cccs4)nc4nc[nH]c34)CC2)cc1 | -10.3%
C=CC1(C)CC(=O)C2(O)C(C)(O1)C(OC(C)=O)C(O)C1C(C)(C)CCC(O)C12C (stereo not drawn) | 0.3%
COCc1cc(O)c(O)c(O)c1-c1c(COC)cc(O)c(O)c1O | -10.7%
Brc1ccc[n+](CCc2ccccc2)c1 | 6.7%
CN(C)CCCCCCNc1cc(N2CCN(C)CC2)ncn1 | -8.4%
O=C(O)CCC/C=C\C[C@@H]1[C@@H](/C=C/[C@H](O)C2Cc3ccccc3C2)[C@@H](F)C[C@@H]1O | -1.3%
O=S(=O)(c1ccccc1C(F)(F)F)N1CCN(c2nc(-c3cccs3)nc3ccccc23)CC1 | 2.2%
Cc1c(O)ccc2c1OC(C)(C)CC2 | -5.6%
O=c1cc(N2CCOCC2)oc2c(-c3ccccc3)cccc12 | 21.5%
CN(CCCc1cnc[nH]1)C(=S)NCCCN(Cc1ccc(Cl)cc1)c1ccc(Br)cn1 | -18.8%
Fc1ccccc1-c1ccc(-c2nc3ccc(Cl)cn3c2Nc2ccc(Cl)cc2)o1 | -45.5%[inhibitor]
Cc1ccc(Nc2nc(NCc3ccco3)nc3nccnc23)cc1 | -3.2%
Cc1csc(NCC(=O)c2c(C)[nH]c3ccccc23)n1 | -1.5%
Cc1c(C=O)ccc(N(C)C)c1C | 0.1%
COc1ccc2c(c1OC)C(=O)N1c3ccccc3C(=O)N(Cc3ccco3)C21 (stereo not drawn) | -1.0%
CN(C)c1c(Cl)cc(/C=C2\C=Cc3ccccc32)cc1Cl | ?
C=C1C=C(C)n2ncc(C(=O)N(CCc3ccccc3)Cc3ccccc3)c2N1 | 11.5%
O=C1CC(c2ccco2)CC2=C1C(c1cccnc1)n1nc(C(F)(F)F)nc1N2 (stereo not drawn) | -0.3%
O=S(=O)(Nc1cccc2cccnc12)c1ccc2ccccc2c1 | 17.8µM*
CCc1cnc2ccccc2c1/C=C/c1ccc(N(C)C)cc1 | 6.6%
Cn1cnc2c(NCc3ccccc3)nc(Cl)nc21 | -1.0%
Clc1ccc2c(ccc[n+]2CCc2ccccc2)c1 | -0.7%
COc1ccccc1N1CCN(CCN(C(=O)c2ccc(I)cc2)c2ccccn2)CC1 | -0.7%
O=C(Nc1cccc2cccnc12)OC(Cl)(Cl)Cl | -46.3%[inhibitor]
CSc1ccc(/C=C2\C=Cc3ccccc32)cc1 | 3.4%
CCCCCCCCCCN(CCCCCCCCCC)c1ccccc1 | 1.3%
Additional structures follow.
SMILES | aSyn rescue
CN1CC[C@H](CN2c3ccccc3Sc3ccccc32)C1 | 9.3%
COc1ccc(C2Nc3ccccc3C(=O)N2Cc2ccccc2)cc1COc1ccc([N+](=O)[O-])c(C)c1 (stereo not drawn) | -0.2%
Oc1ccccc1C1C=C(c2ccc3c(c2)OCO3)NC(c2ccc(Br)cc2)N1 (stereo not drawn) | 2.0%
Nc1[nH]c(=S)[nH]c(=O)c1N=O | -14.2%
CC(=O)Nc1ccc(/C=C2\C=Cc3ccccc32)cc1 | -32.0%[inhibitor]
Nc1[nH]c(=S)nc2nnsc12 | -4.3%
C(=Nc1ccc(/C=C/c2ccnc3ccccc23)cc1)c1cc2c3c(c1)CCCN3CCC2 | -1.1%
CC(C)(C)c1ccc(C(=O)C[n+]2cccc3cc(Cl)ccc32)cc1 | -0.4%
Cc1ccc(F)cc1NC(=O)COC(=O)c1ccc(S(C)(=O)=O)c([N+](=O)[O-])c1 | -10.4%
Cc1ccc(CNc2ncnc3nc[nH]c23)cc1 | -2.5%
C[N+](C)(C)CCO | 10.0%
O=C(Cc1ccc(OCc2ccccn2)cc1)NO | 3.2%
CC(C)C(=O)Nc1ccc(/C=C2\C=Cc3ccccc32)cc1 | 0.6%
CN1c2c(nc(N)[nH]c2=O)NCC1CNc1ccc(C(=O)NC(CCC(=O)O)C(=O)O)cc1 (stereo not drawn) | -4.3%
O=C1c2ccccc2NC(c2ccc(OCc3ccccc3)c(OCc3ccccc3)c2)N1Cc1ccco1 (stereo not drawn) | 8.6%
Cc1ccc2nc(-c3cccs3)c(Nc3ccccc3)n2c1 | -2.4%
Clc1cccc(CNc2ncnc3nc[nH]c23)c1 | -4.9%
Oc1ccccc1C1C=C(c2ccc3c(c2)OCO3)NC(c2cccc(F)c2)N1 (stereo not drawn) | 14.7%
CCCNc1nc(Nc2ccc([N+](=O)[O-])cc2)nc(N2CCOCC2)n1 | -2.6%
Cc1cccc(OCC(=O)Nc2ccc(O)c(-c3nc4ccccc4o3)c2)c1 | -2.9%
O=C(Cc1ccccc1Cl)NO | 2.5%
Cc1c(/C=C/c2ccnc3ccccc23)ccc(N(C)C)c1C | -2.2%
O=S(=O)(O)c1ccc2c(N=Nc3ccc(S(=O)(=O)O)c4ccccc34)c(O)c(S(=O)(=O)O)cc2c1 | -36.7%[inhibitor]
Cc1ccc(NC(=O)c2cnn3c2NC(=C2CC2)C=C3C(F)F)cc1C | 1.6%
COc1ccc(-c2nc3ccc(NC(C)=O)cc3c(=O)n2Cc2cccc(Cl)c2)cc1COc1ccc(NC(C)=O)cc1 | 2.4%
CN(C)c1ccc(/C=C2\c3ccccc3-c3ccc(N(C)C)cc32)cc1 | 0.7%
CC(Sc1nnc(-c2ccccc2)n1C)C(=O)NCc1ccco1 (stereo not drawn) | 4.1%
COc1cc2c(NC3CCN(C)CC3)nc(N3CCCN(C)CC3)nc2cc1OCCCN1CCOCC1 | 6.0%
O=C(C[n+]1cccc(Br)c1)c1cc(Cl)ccc1Cl | 0.5%
NS(=O)(=O)Nc1cccc2cccnc12 | -2.1%
CN(C)/[N+]([O-])=N/Oc1ccc([N+](=O)[O-])cn1 | -0.3%
COc1cc2nc(N3CCCN(C)CC3)nc(N3CCN(C)CC3)c2cc1OC | -2.0%
CN(C)c1ccc(/C=C2\C=Cc3ccccc32)cc1F | -18.4%
COc1ccccc1N1CCN(CCCCNS(=O)(=O)c2cccc3c(N(C)C)cccc23)CC1 | 4.7%
CCc1ccc(NC(=O)CSc2nnc(-c3ccc(N)cc3)n2C)cc1 | -0.9%
CCCCCCNc1ccc(/C=C/c2ccnc3ccccc23)cc1 | -65.4%[inhibitor]
O=C(Nc1ccc(Br)cn1)c1cnn2c1NC(=C1CC1)C=C2C(F)F | -4.3%
Cc1ccccc1-n1c(C)nnc1SC(C)C(=O)NCc1ccco1 (stereo not drawn) | -4.8%
CS(=O)(=O)c1ccc(NC(=O)COc2ccccc2C(=O)Nc2ccccc2)cc1 | -5.6%
C=C1OC(CO)(n2cnc3c(N)ncnc32)C(O)C1O (stereo not drawn) | -5.6%
OCc1nc2ccccc2[nH]1 | 5.1%
c1ccc2nccnc2c1 | -14.2%
CN(C)c1ccc(/C=C/c2cc[n+]([O-])c3ccccc23)cc1 | -7.6%
Cc1nc(Sc2nnnn2C2CC2)c2c(-c3ccccc3)csc2n1 | 0.8%
CN[C@H](C)CCC=C(C)C | -4.9%
Cc1cc(Oc2ccccc2)nc(C#N)n1 | -5.3%
O=S(=O)(c1ccc(F)cc1)N1CCN(c2nc(-c3cccs3)nc3cc(Cl)ccc23)CC1 | 1.9%
COc1ccc(CCn2c3c(c(=O)[nH]c2=S)CN(C(C)C)CN3)cc1OC | 0.0%
CCCCCN(CCCCC)c1ccc(/C=C/c2ccnc3ccccc23)cc1 | -10.3%
COc1ccc(CN(Cc2ccccc2)C(=O)c2ccno2)cc1COc1ccc(NC(C)=O)cc1 | 0.4%
CCOc1cc(-c2ccc3c(c2)OCO3)cc(=[O+]CC)c2c(C)oc(C)c12 | 4.3%&7.9%
O=S(=O)(Nc1cccc2ccccc12)c1ccc2ccccc2c1 | 20µM*
CCCCN(Cc1ccc(Cl)c(Cl)c1)c1ccc(Br)cn1 | 4.6%
O/N=C(/C[n+]1csc2ccccc21)c1ccccc1 | -7.8%

Quoted at random: 2 compounds from above
SMILES | aSyn rescue
O=S(=O)(Nc1cccc2ccccc12)c1ccc2ccccc2c1 | 20µM*
Cc1nc(Sc2nnnn2C2CC2)c2c(-c3ccccc3)csc2n1 | 0.8%
